Bioassay records: PubChem BioAssay, several laboratories
CHT allo act: allosterically activates the human high affinity choline transporter; B-score at 10 µM; CHT-expressing cells, membrane potential dye, choline EC20; stronger effect = higher value; LV-AA mutant CHT in HEK293 cells; actives 0.49% (n = 310,000);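 active = initial fluorescence not abnormally high and integrated response B-score, plate-corrected, over 3 SD above library mean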
Target sequence (Q9GZV3 whole entry, looked up): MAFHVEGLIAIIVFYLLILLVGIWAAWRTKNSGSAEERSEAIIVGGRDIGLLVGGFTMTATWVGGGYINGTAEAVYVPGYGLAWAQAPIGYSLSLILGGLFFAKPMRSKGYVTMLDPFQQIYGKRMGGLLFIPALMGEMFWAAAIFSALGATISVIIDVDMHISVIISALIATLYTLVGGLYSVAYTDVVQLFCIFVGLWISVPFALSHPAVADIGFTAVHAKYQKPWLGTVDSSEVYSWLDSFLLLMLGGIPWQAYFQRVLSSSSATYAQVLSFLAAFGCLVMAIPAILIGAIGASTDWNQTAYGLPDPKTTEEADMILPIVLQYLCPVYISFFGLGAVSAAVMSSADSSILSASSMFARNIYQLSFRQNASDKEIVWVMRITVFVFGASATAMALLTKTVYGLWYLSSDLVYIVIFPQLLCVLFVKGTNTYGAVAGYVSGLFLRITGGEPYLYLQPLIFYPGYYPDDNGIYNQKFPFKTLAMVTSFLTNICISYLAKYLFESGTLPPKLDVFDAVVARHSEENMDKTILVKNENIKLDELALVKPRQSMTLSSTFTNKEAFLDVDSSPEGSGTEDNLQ
OX1R antagonist: blocks the human orexin 1 receptor. O43613. CHO/OX1R cells, Fluo-8 calcium fluorescence, orexin A. inhibition, % at 5 µM. actives 0.43% (n = 330,000);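 active = inhibition above its plate's threshold, mean inhibition of all tested compounds on the plate plus 3 SD, cut at about 37% in these data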;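 note: 0% = orexin A challenge wells and 100% = SB-334867-A antagonist wells; not every result past the cut was called active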
Target sequence (O43613 whole entry, looked up): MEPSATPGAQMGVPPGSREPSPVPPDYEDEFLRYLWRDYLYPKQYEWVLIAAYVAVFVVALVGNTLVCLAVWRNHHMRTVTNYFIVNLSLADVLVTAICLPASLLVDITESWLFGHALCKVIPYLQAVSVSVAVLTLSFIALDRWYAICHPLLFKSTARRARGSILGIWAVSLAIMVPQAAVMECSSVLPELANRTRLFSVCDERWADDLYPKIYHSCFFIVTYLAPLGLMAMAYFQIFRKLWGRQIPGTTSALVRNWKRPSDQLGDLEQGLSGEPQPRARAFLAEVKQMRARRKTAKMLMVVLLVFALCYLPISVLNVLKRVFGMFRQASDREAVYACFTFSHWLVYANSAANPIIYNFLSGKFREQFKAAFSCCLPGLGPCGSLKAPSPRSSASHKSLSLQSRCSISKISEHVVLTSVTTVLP
An asterisk follows results filed as active; i = inactive; . = not tested or not shown.

SMILES | CHT allo act | OX1R antagonist
CC1CC(C)CN(CCCNC(=O)c2ccc(CS(=O)(=O)Cc3cccc(Cl)c3)o2)C1 (configuration not stated) | i | -5
COc1cc(NC(=O)C23CC4CC(C2)CC(n2nnc(C)n2)(C4)C3)c(OC)cc1Cl | i | -6
CCOc1ccc(C(C)NC(=O)C2CCCC2)cc1 (configuration not stated) | i | -3
CCN(CC)CCn1c(=S)[nH]c2cc(C(=O)NCc3ccc(C)cc3)ccc2c1=O | i | -18
O=C(c1ccc(Cl)c(NC2=NC3CS(=O)(=O)CC3S2)c1)N1CCN(c2ccc(F)cc2)CC1 (configuration not stated) | i | -13
COC(=O)C1CCN(C(=O)COC(=O)c2cccc(NS(=O)(=O)c3ccccc3)c2)CC1 | i | -28
O=C(O)c1ccc(-n2nc(C(F)(F)F)c3c2-c2ccoc2CC3)cc1 | i | -1
O=C(OC(C(=O)O)C(OC(=O)c1ccccc1)C(=O)NCc1ccccc1)c1ccccc1 (configuration not stated) | i | 0
O=C(CN1CSCC1=O)N1CCN(S(=O)(=O)c2ccc(Cl)cc2)CC1 | . | -5
O=C(CCCCCBr)N1CCC(CC2CC(c3cccc(Br)c3)=NO2)(C(=O)NCC2CCCCC2)CC1 (configuration not stated) | i | -30
O=C(N/N=C/c1ccncc1)C1CC1C(=O)N/N=C/c1ccncc1 (configuration not stated) | i | 4
COC(=O)CC1COc2ccccc2N1C(=O)c1ccc(Br)cc1 (configuration not stated) | i | -17
CCOCCCNCC(=O)NCC1CCCCC1 | i | -1
CC(=O)Nc1ccc(NC(=O)COC(=O)c2c(C)nn(-c3ccccc3)c2C)cc1 | i | -7
CCn1cc(C(=O)O)c(=O)c2cnc(N3CCN(C(=S)Nc4ccccc4)CC3)nc21 | i | -3
O=C(COC(=O)/C=C/c1ccco1)Nc1cccc([N+](=O)[O-])c1 | i | -1
CCNC(=S)/N=C(/Nc1ccc(OC)cc1)Nc1nc(C)cc(C)n1 | i | -11
O=C(NNC(=S)Nc1ccc(Cl)c(Cl)c1)c1ccccn1 | i | -2
CN(C)c1ccc(C(O)P(=O)(OC2CCCCC2)OC2CCCCC2)cc1 (configuration not stated) | i | -29
CCN1CCN(C(=O)c2cc(COc3ccc(C(C)=O)cc3OC)on2)CC1 | i | -30

Record cards (already shown).
O=C(O)c1ccc(-n2nc(C(F)(F)F)c3c2-c2ccoc2CC3)cc1 as listed: CHT allo act = i; OX1R antagonist = -1
CCOc1ccc(C(C)NC(=O)C2CCCC2)cc1 (configuration not stated) as listed: CHT allo act = i; OX1R antagonist = -3

Continued.
SMILES | CHT allo act | OX1R antagonist
CCn1nnnc1-c1ccc(OC)c(S(=O)(=O)NCCc2ccccc2)c1 | i | -12
O=C1COc2ccc(C(=O)c3ccccc3)cc2CN1 | i | -6
CN1C(=S)SC(N(O)C(=O)Nc2cccc3ccccc23)C1(C)C (configuration not stated) | i | -14
Cc1ccc(C(=O)N/C(=C\c2ccco2)C(=O)NCCCn2ccnc2)cc1 | i | -1
CN(C)C(CNC(=O)c1ccc(NS(=O)(=O)c2ccc(F)cc2)cc1)c1ccco1 (configuration not stated) | i | -22
Cc1[nH]n(-c2ccccc2)c(=O)c1/C=N/N1CCOCC1 | i | -16
O=C1c2ccccc2C(Nc2cccnc2)N1Cc1ccc2c(c1)OCO2 (configuration not stated) | i | -20
Cc1cccc(-c2nc(CS(=O)CC(=O)NCCc3ccccc3)c(C)o2)c1 (configuration not stated) | i | -22
CN(C)CCSc1nc(O)c(-c2ccccc2)c(=O)n1-c1ccccc1 | i | -9
O=C(NCCCn1ccnc1)c1cc2cc([N+](=O)[O-])ccc2oc1=O | i | -8
Cc1ccc(C)c(NC(=O)c2cc(S(=O)(=O)N3CCCCC3)ccc2N2CCOCC2)c1 | . | -24
O=C(Cc1cccc([N+](=O)[O-])c1)Nc1ccc(C(=O)N2CCOCC2)cc1 | . | -11
O=S(=O)(c1ccccc1)N1CCC2(CC1)OCCO2 | i | -4
CC1(C)CC(=O)C2=C(C1)Nc1ccccc1N(C(=O)C1CC1)C2c1ccco1 (configuration not stated) | i | -13
COc1ccc(NC(=O)COC(=O)CNC(=O)c2cccs2)cc1Cl | . | -18
OC(CNCCNc1ncccc1C(F)(F)F)Cn1ccc2ccccc21 (configuration not stated) | i | -20
Cc1ccc(C)c(Cn2cnc3c(oc4ccccc43)c2=O)c1 | i | -14
CC(C)Sc1nc2c(c(=O)n(C)c(=O)n2C)n1Cc1ccc(Cl)cc1 | i | -27
Cc1ccc(C2CC(c3cccs3)=NN2C(=O)c2ccc(Br)o2)cc1 (configuration not stated) | i | 16
O=C(CN1C(=O)C2C3C=CC(C3)C2C1=O)NCc1ccco1 (configuration not stated) | i | -5
N#Cc1ccccc1NC(=S)Nc1ccc(F)cc1 | i | -30
CC1Sc2ccc(S(=O)(=O)N3CCC(C(=O)Nc4ccc(Cl)cc4)CC3)cc2NC1=O (configuration not stated) | i | 22
COc1ccc(CCNC(=O)c2cc3ccccc3oc2=O)cc1 | i | -2
CN(C)c1cc(NC(=O)CN2CCCC2)c2ccccc2n1 | i | -8
O=C1C2C3C=CC(CO)(O3)C2C(=O)N1c1ccc(-c2ccccc2)cc1 (configuration not stated) | i | 30
Cc1cc(F)ccc1S(=O)(=O)N1CCCOC1CNC(=O)C(=O)NC1CCCCC1 (configuration not stated) | i | -24
CC(C)C(=O)Nc1cccc(NC(=O)c2ccc([N+](=O)[O-])cc2Cl)c1 | i | -3
CC1CCc2c(nc3ncnn3c2NCCN(C)C)C1 (configuration not stated) | i | 10
CC1CC(=O)C2=C(C1)OC(N)=C(C#N)C2c1coc2ccccc2c1=O (configuration not stated) | i | -19
Cc1ccccc1C(=O)NC(=S)Nc1ccccc1C(=O)O | i | -6
Cc1cnc(C(=O)OCC(=O)N2C(C)CCCC2C)cn1 (configuration not stated) | . | -14
O=C(CSc1nnc(-c2ccccc2Br)o1)Nc1cccc2ccccc12 | i | -21
Cc1ccccc1-c1nnc(CN2CCN(C(=O)c3ccco3)CC2)o1 | i | -30
COc1cccc(/C=N/N2CCN(C3c4ccccc4-c4ccccc43)CC2)c1O | i | -22
CC(OC(=O)Cc1coc2cc3c(cc12)CCC3)C(=O)NCc1ccc2c(c1)OCO2 (configuration not stated) | i | 23
CC(C)=CC(=O)OCC(=O)Nc1ccc(Cl)cc1 | i | -16
COc1cccc(-c2cc(C(F)(F)F)c(C#N)c(=O)[nH]2)c1 | i | 2
COc1cc2c(cc1OC)CN(C(=O)CCC(=O)c1ccc(F)cc1)CC2 | . | -36
O=C(Cn1cnc2cc([N+](=O)[O-])ccc2c1=O)Nc1cccc(S(=O)(=O)N2CCOCC2)c1 | i | -11
O=C(N/N=C/c1cccc(Oc2ccccc2)c1)c1ccccc1F | i | -16

Exported field by field: part of the list above
CCn1cc(C(=O)O)c(=O)c2cnc(N3CCN(C(=S)Nc4ccccc4)CC3)nc21
  CHT allo act: i
  OX1R antagonist: -3

O=C(COC(=O)/C=C/c1ccco1)Nc1cccc([N+](=O)[O-])c1
  CHT allo act: i
  OX1R antagonist: -1

CCNC(=S)/N=C(/Nc1ccc(OC)cc1)Nc1nc(C)cc(C)n1
  CHT allo act: i
  OX1R antagonist: -11

O=C(NNC(=S)Nc1ccc(Cl)c(Cl)c1)c1ccccn1
  CHT allo act: i
  OX1R antagonist: -2

The list goes on.
SMILES | CHT allo act | OX1R antagonist
NS(=O)(=O)c1ccc(NC(=O)COC(=O)CCc2ccc(S(=O)(=O)N3CCOCC3)cc2)cc1 | i | 1
CCCCN(C(=O)CCCc1nc2ccccc2c(=O)[nH]1)c1c(N)n(CCCC)c(=O)[nH]c1=O | i | -12
COc1ccc(C(=O)N/C(=C\c2cn(S(=O)(=O)N(C)C)c3ccccc23)C(=O)NCCN2CCOCC2)cc1OC | i | -16
COc1ccc(-c2coc3cc(OC(C)=O)c(OC)cc3c2=O)cc1 | . | -5
COc1ccc(CNC(=O)c2ccc(N(C)S(=O)(=O)c3ccc(C)cc3)cc2)cc1 | i | 3
O=C(CSc1nc2ccccc2c(=O)n1-c1ccccc1)c1c[nH]c2ccccc12 | i | -13
CC1CCc2c(sc3nc(CSc4nnnn4C)[nH]c(=O)c23)C1 (configuration not stated) | i | -25
CCCOC(=O)C1=C(C)NC2=C(C(=O)CCC2)C1c1ccc(N(C)C)cc1 (configuration not stated) | i | -21
Cc1ccc(S(=O)(=O)Nc2ccccc2-c2nc3ccccc3[nH]c2=O)cc1 | . | -1
O=C(O)CC(C(=O)Nc1ccc(F)cc1)C1CCCO1 (configuration not stated) | i | -1
CC(C)C[C@@H](CO)NC(=O)CC[C@H](NC(=O)OC(C)(C)C)C(=O)N(Cc1ccccc1)Cc1ccccc1 | i | -28
COc1ccc(S(=O)(=O)NCc2ccccc2)cc1Br | i | -20
O=C(NC1CCCc2c1cnn2-c1cc(F)cc(F)c1)c1ccncc1 (configuration not stated) | i | -24
COc1ccc(CCNc2nc(Cl)nc(NC(C)(C)CO)n2)cc1OC | i | -15
Oc1ccc(/C=N/NC(=S)Nc2cccnc2)cc1O | i | -4
CCCCCOC(=O)C1[C@H]2C(=O)N(Cc3cccs3)C[C@]23C=C[C@H]1O3 (some centres not stated) | i | -28
C=CCn1c(SCC(=O)NCC2CCCO2)nc2c([nH]c3ccccc32)c1=O (configuration not stated) | i | -32
COc1ccccc1N1CCN(C(=O)NCc2ccc(Cl)cc2)CC1 | i | -13
Cc1ccc(S(=O)(=O)CCc2nnc(N)s2)cc1 | i | -13
CCCOCC(O)CC(CC)C(=O)NNC(=S)Nc1ccccc1 (configuration not stated) | i | -18

A different layout for part of the listing above:
| Compound | CHT allo act | OX1R antagonist |
| --- | --- | --- |
| COC(=O)CC1COc2ccccc2N1C(=O)c1ccc(Br)cc1 (configuration not stated) | i | -17 |
| CCOCCCNCC(=O)NCC1CCCCC1 | i | -1 |
| CC(=O)Nc1ccc(NC(=O)COC(=O)c2c(C)nn(-c3ccccc3)c2C)cc1 | i | -7 |
| CCn1cc(C(=O)O)c(=O)c2cnc(N3CCN(C(=S)Nc4ccccc4)CC3)nc21 | i | -3 |

Next part
SMILES | CHT allo act | OX1R antagonist
Cc1onc(-c2c(Cl)cccc2Cl)c1C(=O)N1CCc2ccccc21 | i | 21
COc1ccc(-n2c(N)c(C(=O)Nc3c(C)n(C)n(-c4ccccc4)c3=O)c3nc4ccccc4nc32)cc1 | i | -24
COc1ccc(CN(C)C(C)C(=O)NC2CCCc3ccccc32)cc1 (configuration not stated) | i | -32
CC(=O)Nc1ccc(NC(=O)c2cc(-c3ccccc3)nc3ccccc23)cc1 | i | .
O=C(Nc1cccc(Cl)c1N1CCCC1)c1ccc(Br)o1 | i | -76
CN(c1ccccc1)S(=O)(=O)c1cccc(C(=O)OCC(=O)Nc2ccc(C(N)=O)cc2)c1 | . | 4
COCCNC(=O)c1onc(CSc2ccc(F)cc2)c1C(=O)NCCOC | i | 1
Cc1ccc(S(=O)(=O)N2C(=O)CCC2C(=O)O/N=C(\N)c2ccccc2)cc1 (configuration not stated) | i | -27
O=C(CCNC(=O)C1CCN(S(=O)(=O)c2ccccc2)CC1)NCCc1ccc(Cl)cc1 | i | -18
CCOC(=O)N1CCN(C(=O)CSc2cc(C)nc3c(-c4ccccc4OC)c(C)nn23)CC1 | i | -18
O=C(O)CCc1nc2cc3ccccc3cc2[nH]1 | i | -17
CCOc1ccccc1CN1CCNC(=O)C1CC(=O)NC1CCCCCC1 (configuration not stated) | i | -31
COc1ccc(CNS(=O)(=O)c2cc(Br)cc3c2N(C(C)=O)C(C)C3)cc1 (configuration not stated) | i | -4
NC(=O)c1cc(S(=O)(=O)N2CCCCC2)cs1 | i | -7
COc1ccc(C(=O)N/N=C(\C)CC(=O)Nc2ccc3c(c2)OCO3)cc1 | i | -20
CCN1C(=O)[C@H]2[C@H]3CN=C(SCc4ccc(C)cc4)N3[C@@](CC)(C(=O)OC)[C@H]2C1=O | . | 8
O=C(COC(=O)Cc1ccc(S(=O)(=O)N2CCOCC2)s1)NCCc1ccccc1 | i | -14
CCOC(=O)c1cnc2cc3c(cn2c1=O)CCCC3 | i | -13
Cc1cccc(NC(=O)Nc2ccc3c(c2)N(C)C(=O)CS3)n1 | i | -14
CCC1CCCCN1CCNC(=O)C1CCCN(S(=O)(=O)c2cccc3nsnc23)C1 (configuration not stated) | i | -7
Cc1nn(CC(=O)NCCCN2C(C)CCCC2C)c(=O)c2cc3occc3n12 (configuration not stated) | i | -6
O=C(NCCc1ccccc1)c1ccc(Cl)c([N+](=O)[O-])c1 | i | -10
Cc1ccccc1CN1C(=O)c2ccccc2Sc2ccc(C(=O)O)cc21 | i | -20
Cn1cccc1CNC(=S)Nc1cc(F)cc(F)c1 | i | -18
CC12CCCCC1(O)[N+](=O)C1=C(CCCC1)N2[O-] (configuration not stated) | i | -4
O=C(COC(=O)/C=C/c1cccs1)NC1CCCCC1 | i | -11
COc1ccccc1C(=O)Nc1cccc2cccnc12 | i | -3
Cc1onc(-c2c(Cl)cccc2Cl)c1NC(=O)NN(C)C | i | -11
CCCCn1c(NC(=O)c2ccc(F)cc2)c(C#N)c2nc3ccccc3nc21 | i | -5
COc1ccc(CN2CCc3c([nH]c4ccccc34)C2)c(OC)c1C | i | -14
COc1cc(/C=C/c2cc(OC(C)=O)c3ccccc3n2)c(OC(C)=O)c([N+](=O)[O-])c1 | i | -13
COc1ccc(C(C)=O)cc1COC(=O)CSCC(=O)Nc1ccc(C)cc1 | i | -34
Cc1nn(C)c(C)c1Sc1ccccc1N | i | 0
Cc1ccc(S(=O)(=O)NCCC(=O)OCn2nnc3ccccc3c2=O)cc1 | i | -23
